Bioassay records from PubChem.
S1P1 ag pot: activates or potentiates agonism at human S1P1 receptor | P21453 | S1P1 CRE-bla cells, forskolin, beta-lactamase FRET, potentiator mode; S1P1 agonist co-added at EC20, 2 nM; 100% = saturating reference agonist, 0% = basal | activation, % at 9.5 µM | 56,000 tested, 0.57% active;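 active means activation above a cutoff set at the mean activation of all tested compounds plus 3 SD, cut at about 54% in these data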;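 further: forskolin at 4 µM as EC80 and the EC20 agonist is SEW2871; 100% = SEW2871 at its EC100 plus forskolin at EC80; some compounds past the cut are filed as inactive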
5HT1E antag: antagonists of human 5-HT1E serotonin receptor. P28566. CHO 5-HT1E Ga15 NFAT-bla reporter, FRET, antagonist. inhibition, % at 6 µM. 65,000 tested, 0.99% active. AID 571;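 active means inhibition above a set limit, the mean inhibition across every tested compound plus 3 SD, cut at about 29% in these data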;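 further: signal is the 460 over 535 nm emission ratio of beta-lactamase substrate; 0% = agonist plus DMSO wells and 100% = wells without agonist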
Autofluor 339: intrinsic fluorescence of library compounds, ex339/em460 – biochemical, MLSMR library, data from DPM-DC assay, artefact control, profiling panel; compound autofluorescence, ex339/em460 nm, NADH buffer; active compounds read high; 1 = no-compound wells, NADH background; fluorescence fold increase at 10 µM; 65,000 tested, 5.5% active; AID 709;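 active means at 10 µM, mean starting fluorescence two-fold or more over control wells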;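 further: signal is the first read of a kinetic run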
5HT1E ag: agonists of human 5-HT1E serotonin receptor; AID 574; 65,000 tested, 0.69% active; CHO 5-HT1E Ga15 NFAT-bla reporter, FRET; 0% DMSO wells, 100% control agonist wells; activation, % at 6 µM;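 active means activation above a set limit, the screen-wide mean activation plus 3 SD, cut at about 8.5% in these data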;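 further: 100% = positive control agonist at 1 µM giving full maximal response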
5HT1a antag: antagonists of human 5-HT1a serotonin receptor | CHO 5-HT1a Ga15 NFAT-bla reporter, antagonist mode | 62,000 tested, 0.68% active | inhibition, % at 10 µM | P08908;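 active means inhibition above the mean of all tested compounds plus 3 SD, cut at about 43% in these data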;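 further: receptor stimulated by 5-CT agonist at 100 nM near EC80; beta-lactamase reporter measured by ratiometric fluorescence of a cleavable substrate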
HER2 expr 66K: Her2 kinase expression inhibition; SKBR-3 HER2 protein level, AlphaScreen, 18-24 h; active compounds read low; HER2 level % of control, % at 10 µM; 65,000 tested, 0.69% active; AID 645;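 active means HER2 level under 5% of the carrier-only control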;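 further: 100% = DMSO carrier and 0% = 500 nM PU-H71 HSP90 inhibitor; lower value means stronger loss of Her2 protein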
MMP-13 inhibitor: MMP13 (human) collagenase inhibition | P45452 | 65,000 tested, 0.07% active | AID 570 | MMP-13 fTHP FRET cleavage, Mca fluorescence | inhibition, % at 4 µM;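 active means inhibition above the mean of compound-free control plate wells plus 3 SD, cut at about 14% in these data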;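 further: 0% = DMSO wells and 100% = wells with reference MMP-13 inhibitor after basal subtraction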
A340 absorber: compound absorbs light at 340 nm; compound absorbance at 340 nm, fold over control; fold change at 10 µM; 65,000 tested, under 10 active;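 active means at 10 µM dose, initial 340 nm absorbance at least 2 fold that of control wells; inactive means change under 2 fold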;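 further: initial absorbance extrapolated from kinetic A340 decline of NADH oxidation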
S1P3 ag: agonists of human S1P3 receptor; activation, % at 4.5 µM; S1P3 NFAT-BLA reporter cells, agonism, FRET ratio; relative to 1 µM S1P, basal subtracted; Q99500; AID 373; 60,000 tested, 0.1% active;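 active means activation above the screen-wide mean plus 3 SD, cut at about 4.5% in these data, passing the limit was not always enough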; further: some compounds called inactive have numbers as strong as hits
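Measure – % activation relative to 1 µM S1P (100%), per plate · System – stable CHO line with human S1P3, Gα16, NFAT-BLA reporter · Timing – cells plated overnight, compound 4 h 37 °C, substrate 2 h RT · Technique – fluorescent BLA substrate, ex 405 nm, em 460/535 nm ratio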
* marks the source's active call; other numbers are inactive results; . = no result given; [ ] = remark or other dose.

SMILES | S1P1 ag pot | 5HT1E antag | Autofluor 339 | 5HT1E ag | 5HT1a antag | HER2 expr 66K | MMP-13 inhibitor | A340 absorber | S1P3 ag
CCOC(=O)N1CCC(NC(=O)Cn2nc(-c3ccccc3)ccc2=O)CC1 | 0.9 | -6.0 | 1.04 | 0.0 | 2.4 | 114.0 | -1.7 | 1 | 5.5
O=C(Nc1ccc2oc(-c3ccccc3F)nc2c1)c1ccc2c(c1)OCCO2 | 21.4 | 16.9 | 3.25* | 0.6 | -3.2 | 89.8 | -88.7[fluorescence artefact?] | 1.03 | -0.9
COCCNc1oc(-c2ccc(F)cc2)nc1C#N | 9.3 | 6.1 | 2.36* | -0.5 | . | 95.4 | -209.8[fluorescence artefact?] | 1.05 | 1.2
CCOC(=O)c1ccc(Oc2nc(OC)nc(N(C)C)n2)cc1 | -42.7 | 5.9 | 1.05 | -1.0 | -0.7 | 155.3 | 4.0 | 1.04 | 0.1
CCOC(=O)N1CCC(N2C(=O)c3ccccc3C2Nc2cccnc2)CC1 (configuration not stated) | -16.9 | 15.6 | 1.06 | 0.8 | -15.3 | 101.7 | 2.8 | 0.99 | 0.2
O=C(COC(=O)Cc1ccc(S(=O)(=O)N2CCOCC2)s1)NCc1ccccc1 | -18.7 | -3.0 | 1.05 | 0.2 | -5.1 | 129.9 | -2.1 | 0.99 | 0.4
CSc1nnc(C2CCCN2)n1C (configuration not stated) | . | -0.6 | 0.96 | -0.1 | 1.6 | 80.3 | 1.0 | 1.04 | .
CC(C(=O)NC1CCCC1)N(C(=O)c1snc(C(N)=O)c1N)c1ccc2c(c1)OCCO2 (configuration not stated) | -20.3 | 2.4 | 1.25 | -0.1 | -23.2 | 97.2 | -3.6 | 1.07 | 0.1
Cn1c(=O)cc(OCC(=O)Nc2ccccn2)c2ccccc21 | -11.9 | 1.4 | 1.12 | 0.5 | 5.6 | 104.4 | -0.7 | 1 | -0.5
CCOc1ccc(-n2c(SCC(=O)NCc3ccco3)nc3c(c2=O)SCC3)cc1 | . | 9.6 | 1.04 | 0.1 | 2.1 | 94.7 | 0.1 | 1.12 | .
CC1CCc2sc3ncnc(N4CCOCC4)c3c2C1 (configuration not stated) | 13.0 | 12.6 | 1.04 | 0.9 | -0.8 | 152.9 | 3.4 | 1.02 | -1.1
CCCCn1c(SCC(=O)Nc2cc(C)on2)nc2ccsc2c1=O | . | 10.0 | 1.11 | 2.5 | 17.8 | 86.8 | 2.9 | 1.01 | .
Cc1ccc(S(=O)(=O)NC(=O)Nc2cc(C)ccc2F)cc1 | 2.8 | -0.6 | 1.11 | -0.1 | 5.7 | 81.5 | 2.4 | 1.02 | -1.0
COCCCNC(=O)c1ccc(CS(=O)(=O)c2ccc(Br)cc2)o1 | -14.3 | 11.3 | 1.06 | 0.0 | 9.0 | 103.6 | -1.0 | 1.02 | -0.6
Cc1cccc(N2CCN(C(=O)c3ccncc3)CC2C)c1 (configuration not stated) | -2.9 | 2.3 | 1.12 | -0.4 | 7.1 | 93.9 | -16.4 | 1.04 | 0.4
Cc1ccc(N(C(=O)CNC(=O)c2ccco2)C(C(=O)NCC2CCCO2)c2ccccc2)cc1 (configuration not stated) | -14.5 | -15.6 | 1.04 | 0.5 | 1.4 | 106.0 | -3.2 | 1.01 | -0.8
CCCn1c(O)c(CN2CCCC(C)C2)c(C)c(C#N)c1=O (configuration not stated) | 1.0 | -9.4 | 1.26 | -1.1 | -3.7 | 90.6 | -9.9 | 1.03 | -0.9
O=C(CCNS(=O)(=O)c1cccs1)Nc1ccccc1F | . | 6.7 | 1.02 | 0.2 | -1.1 | 99.3 | -4.8 | 0.99 | .
COCCCNC(=O)c1ccc2c(c1)OCO2 | -9.3 | -5.8 | 1.02 | 0.3 | 6.8 | 104.9 | 3.8 | 0.98 | 0.2
Cc1cccc(N(Cc2cc3ccccc3[nH]c2=O)C(=O)c2ccco2)c1C | 12.1 | -3.6 | 1.2 | 0.8 | . | 107.0 | -4.0 | 1.08 | -3.0

Copied from the listing, 2 compounds:
SMILES | S1P1 ag pot | 5HT1E antag | Autofluor 339 | 5HT1E ag | 5HT1a antag | HER2 expr 66K | MMP-13 inhibitor | A340 absorber | S1P3 ag
CCOC(=O)N1CCC(NC(=O)Cn2nc(-c3ccccc3)ccc2=O)CC1 | 0.9 | -6.0 | 1.04 | 0.0 | 2.4 | 114.0 | -1.7 | 1 | 5.5
O=C(Nc1ccc2oc(-c3ccccc3F)nc2c1)c1ccc2c(c1)OCCO2 | 21.4 | 16.9 | 3.25* | 0.6 | -3.2 | 89.8 | -88.7[fluorescence artefact?] | 1.03 | -0.9

Other compounds
SMILES | S1P1 ag pot | 5HT1E antag | Autofluor 339 | 5HT1E ag | 5HT1a antag | HER2 expr 66K | MMP-13 inhibitor | A340 absorber | S1P3 ag
CCOC(=O)C1=C(CSc2nc3c(cc2C#N)CCC3)OC(N)=C(C#N)C1c1ccccc1 (configuration not stated) | -1.2 | 28.4 | 1.24 | -1.2 | . | 81.3 | -10.6 | 1.03 | -3.7
CC(C#N)On1c(SC(C)C#N)nc2ccccc2c1=O (configuration not stated) | -5.6 | 14.0 | 1.1 | -0.1 | 9.5 | 76.7 | 3.1 | 1.01 | -0.7
COc1cc(OC)cc(C(=O)N2CCN(C(=O)c3cccc(F)c3)CC2)c1 | . | 6.6 | 1.08 | -1.0 | 0.6 | 102.0 | 3.1 | 1.02 | -0.3
COC(=O)CN(c1ccc(OC)c(OC)c1)S(C)(=O)=O | -14.0 | 1.5 | 1.15 | 0.4 | -0.4 | 106.9 | 1.1 | 1.08 | -0.6
Cc1ccc2nc(N3CCC(C(=O)O)CC3)nc(-c3ccccc3)c2c1 | 20.7 | 11.3 | 1.98 | 0.8 | 14.6 | 90.2 | -12.8 | 1.03 | -0.8
Cc1ccc2cc(-c3noc(C4CCCO4)n3)c(=O)[nH]c2c1 (configuration not stated) | -17.3 | -3.6 | 2.21* | 1.1 | -3.8 | 103.1 | -25.4 | 1.09 | 1.9
O=C(NC1CCCC1)C(c1ccco1)N(Cc1ccccc1)C(=O)c1csnn1 (configuration not stated) | -1.9 | 7.9 | 1.03 | -0.4 | 13.1 | 98.7 | -2.9 | 0.99 | -0.2
COc1ccc(/C=N/n2c(C)nnc2C)c(OC)c1 | -16.4 | 2.6 | 0.95 | 0.0 | 12.3 | 115.5 | 0.8 | 1.12 | -0.1
CCn1c(=O)cc(OCC(=O)NC2CCCCC2)c2ccccc21 | -29.5 | 4.0 | 1.01 | -0.3 | 3.8 | 96.1 | 0.9 | 1.05 | -0.7
Cc1cc(C(=O)Nc2nnc(C3CCCCC3)s2)cs1 | -20.1 | -3.0 | 1.09 | -0.1 | -8.2 | 109.5 | 0.4 | 0.99 | -0.8
CC(OC(=O)c1nn(C)c(=O)c2ccccc12)C(=O)NCc1ccc2c(c1)OCO2 (configuration not stated) | -20.1 | 13.3 | 1.11 | 0.4 | -18.9 | 108.7 | 2.1 | 0.99 | -0.9
O=C(CP(=O)(c1ccccc1)c1ccccc1)N1CCCCC1 | -7.5 | -8.4 | 1.06 | -0.2 | -11.0 | 119.5 | 10.0 | 0.97 | -0.2
Cc1ccc(-c2noc(CN(C(=O)CCN3C(=O)c4ccccc4C3=O)C(C)C)n2)cc1 | 9.2 | -7.0 | 1.07 | -1.1 | 0.5 | 115.3 | 6.2 | 1.01 | -1.2
CCSc1nc2c(c(=O)[nH]1)C(c1ccncc1)C(C(=O)OC)=C(C)N2 (configuration not stated) | -19.1 | 7.1 | 1.17 | -1.0 | -8.5 | 106.7 | 2.0 | 0.98 | -1.9
COC(=O)[C@@H](NC(=O)Nc1ccccc1F)C(C)C | -23.1 | -4.8 | 1.13 | 0.0 | -1.6 | 88.7 | -1.4 | 1.04 | -1.0
COc1cc2cc(CN(C(=O)NC3CCCCC3)C3CCCC3)c(=O)[nH]c2cc1OC | -6.6 | 1.9 | 3.87* | -0.9 | 2.5 | 84.6 | 0.7 | 1.13 | -0.4
O=C(CCCN=C1NS(=O)(=O)c2ccccc21)OCC(=O)N1CCc2ccccc21 | 17.3 | -6.0 | 1.05 | -0.3 | -6.1 | 102.8 | 0.1 | 1.01 | -0.2
COc1ccccc1N1CC(O)=C(c2nc3ccccc3s2)C1=N | . | 3.0 | 1.61 | 0.0 | 13.9 | 54.5 | -5.8 | 1.13 | -1.0
COc1ccc(NC(=O)C2CCCCN2CC(=O)OCc2ccccc2)cc1OC (configuration not stated) | 5.1 | 3.7 | 1.01 | 0.3 | -2.6 | 142.9 | -5.4 | 1 | 0.0
Cc1cc(NC(=O)CSc2nc3c(c(=O)n2-c2ccc(Br)cc2)SCC3)no1 | 0.9 | -0.6 | 1.1 | -0.6 | 0.9 | 25.3 | 2.3 | 1.06 | -0.2
COC(=O)CSc1nc2ccccc2n1CC(=O)N(C(C)C)C(C)C | 13.3 | 7.7 | 0.81 | -0.1 | 2.8 | 65.0 | 3.6 | 1 | -0.5
O=C(NCCC1=CCCCC1)c1ccc2c(=O)n3c(nc2c1)CCCCC3 | -5.9 | 13.2 | 0.7 | 0.0 | -5.3 | 96.2 | 4.4 | 1.06 | -0.4
CCOc1ccc2nc(SCc3ccc(C(=O)OC)o3)[nH]c2c1 | . | 11.9 | 1.01 | 0.0 | -0.5 | 47.4 | 7.5 | 1.01 | .
COc1cc(Nc2cc(C)nc3ncnn23)cc(OC)c1 | -12.8 | -11.1 | 1.05 | 0.9 | -14.2 | 87.4 | 5.3 | 1.05 | 1.1
Cc1cccc(OCc2nc(-c3nonc3N)no2)c1C | 18.7 | 19.3 | 1.1 | -0.4 | -8.3 | 120.1 | 2.5 | 0.98 | -0.6
Cc1cc(C)cc(N(CC(=O)Nc2c(C)n(C)n(-c3ccccc3)c2=O)S(C)(=O)=O)c1 | -19.5 | -2.2 | 1.04 | 0.0 | 0.0 | 99.9 | 2.0 | 1.01 | -0.2
CCc1nnc(NC(=O)c2ccc(S(=O)(=O)N(CC)CC)cc2)s1 | 8.6 | -6.4 | 1.02 | 1.3 | 2.5 | 109.8 | 7.2 | 1.12 | -1.4
CCn1c(=O)cc(O)c2c(=O)n(C)c(=O)n(C)c21 | -8.8 | -1.9 | 1.01 | 0.3 | -14.6 | 83.2 | -7.0 | 1 | 0.8
COc1ccc(C2c3c(oc4ccc(C)cc4c3=O)C(=O)N2c2cc(C)ccn2)cc1OC (configuration not stated) | -10.7 | -8.2 | 1.09 | -0.2 | 3.9 | 73.3 | -2.6 | 1.09 | -1.3
O=C(O)Cn1c(C(F)(F)F)nc2ccccc21 | 9.0 | -4.1 | 1.09 | -0.2 | -2.6 | 112.5 | 0.4 | 1.07 | -0.5
O=S1(=O)CCC(N=Cc2cc(Br)ccc2O)C1 (configuration not stated) | -1.6 | 2.1 | 1.08 | -0.1 | 13.0 | 169.4 | -1.3 | 1 | -0.1
COC(=O)c1cc(Br)c(=O)n(Cc2cccnc2)c1 | -4.7 | 13.3 | 1.02 | -0.9 | . | 119.4 | 0.0 | 0.99 | -5.1
COc1ccc(CCNC(=O)CN2CCOc3ccccc32)cc1OC | -6.0 | 3.7 | 1.04 | 0.8 | 0.5 | 86.0 | 4.7 | 1.04 | -1.3
O=C(NCC1c2ccccc2CCN1C(=O)CN1CCOCC1)C1CCCCC1 (configuration not stated) | -19.4 | -2.0 | 1.11 | 1.1 | -11.0 | 118.9 | 2.8 | 1 | -0.3
